Tn6 DDE FP = disrupts Tn6 cyclic peptide binding to fibrin D-Dimer-E complex; P02675; Fibrin DD(E) TRITC-Tn6 fluorescence polarization displacement; inhibition, % at 8.3 µM; 370,000 tested, 0.21% active;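 active means inhibition above a per-campaign cutoff: mean of compounds within control limits plus 3 SD, cut at about 15% in these data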;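 further: 0% = median of all compound wells on the plate and 100% = blocking peptide control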
HGIII-sPLA2 inh = Blocks human group III sPLA2 activity. 370,000 tested, 0.56% active. Q9NZ20. QFRET BODIPY PC-A2 liposome hydrolysis, fluorescence. inhibition, % at 12.2 µM;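 active means inhibition above mean plus 3 SD of compounds lying within the high and low control bounds, cut at about 19% in these data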;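 further: 0% = median of test compound wells and 100% = no enzyme DMSO wells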
ARFGAP1 inhibitor = inhibits rat ARF GTPase activating protein 1; 360,000 tested, 0.26% active; inhibition, % at 16.5 µM; Q62848; Arfgap1-stimulated ARF1 GTP hydrolysis, GDP FP detection;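 active means inhibition above a per-plate limit, mean inhibition of low control wells plus 3 SD, cut at about 25% in these data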;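 further: 0% = DMSO wells with enzyme and 100% = wells lacking Arfgap1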
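Material – truncated rat Arfgap1 GAP domain · Buffer or medium – HEPES-based buffer, pH 7.5 · Reagent – human ARF1(Δ1-17)-GTP substrate · Dosing – 16.5 µM single point, 1.26% DMSO · Schedule – GTP hydrolysis reaction 2 h at 25 °C · Technique – GDP detection by fluorescence polarization · Benchmarks – No-Arfgap1 wells (100%) versus DMSO full-reaction wells (0%) · Repeats – single replicate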
ASAP1 GAP inh = ASAP1 ArfGAP inhibition. Q9ULH1. ASAP1-stimulated ARF1 GTP hydrolysis, GDP FP detection. inhibition, % at 16.5 µM. 360,000 tested, 0.19% active. AID 624377; in the data active means inhibition above about 25%;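 further: 0% = vehicle with enzyme and substrate and 100% = no enzyme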
NPR1 activator = GC-A (human) enzyme activation. P16066. HEK293 GC-A cells, cGMP TR-FRET, EC30 ANP; 0% at EC30 ANP, 100% saturating ANP. activation, % at 10 µM. 370,000 tested, 0.14% active; in the data active means activation above about 40%
Target sequence (P16066 whole entry, looked up): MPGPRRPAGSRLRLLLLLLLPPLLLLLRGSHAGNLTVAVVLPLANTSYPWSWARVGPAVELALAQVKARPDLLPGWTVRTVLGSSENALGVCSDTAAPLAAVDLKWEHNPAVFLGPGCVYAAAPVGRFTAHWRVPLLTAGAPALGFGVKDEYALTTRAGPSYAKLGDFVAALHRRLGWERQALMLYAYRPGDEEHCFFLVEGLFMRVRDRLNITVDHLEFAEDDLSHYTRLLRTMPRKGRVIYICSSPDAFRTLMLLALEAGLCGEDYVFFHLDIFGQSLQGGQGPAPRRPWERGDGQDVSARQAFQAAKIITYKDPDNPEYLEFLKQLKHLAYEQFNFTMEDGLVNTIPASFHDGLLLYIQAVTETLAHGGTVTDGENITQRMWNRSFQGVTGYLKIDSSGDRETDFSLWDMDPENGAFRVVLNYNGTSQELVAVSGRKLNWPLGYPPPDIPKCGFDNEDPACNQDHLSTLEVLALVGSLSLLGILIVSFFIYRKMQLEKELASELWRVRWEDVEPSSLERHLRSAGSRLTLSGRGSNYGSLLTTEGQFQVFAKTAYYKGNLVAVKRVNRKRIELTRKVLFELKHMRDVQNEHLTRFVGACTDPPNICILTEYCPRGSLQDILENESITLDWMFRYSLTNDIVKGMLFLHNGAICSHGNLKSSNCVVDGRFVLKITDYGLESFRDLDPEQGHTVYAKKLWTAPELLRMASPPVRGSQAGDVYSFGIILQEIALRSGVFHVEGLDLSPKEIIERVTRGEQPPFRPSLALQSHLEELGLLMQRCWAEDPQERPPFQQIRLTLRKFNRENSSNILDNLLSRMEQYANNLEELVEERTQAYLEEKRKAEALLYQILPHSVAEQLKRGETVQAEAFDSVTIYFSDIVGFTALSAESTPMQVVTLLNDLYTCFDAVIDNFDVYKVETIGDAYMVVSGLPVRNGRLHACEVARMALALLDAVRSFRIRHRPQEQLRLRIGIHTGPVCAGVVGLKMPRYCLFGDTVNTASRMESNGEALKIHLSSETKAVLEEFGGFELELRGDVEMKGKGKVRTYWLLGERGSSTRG
rCAG binder = binds r(CAG) RNA repeats | 370,000 tested, 1.3% active | r(CAG) RNA repeat, TO-PRO-1 dye displacement fluorescence | inhibition, % at 3 µM;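 active means inhibition above the plate cutoff, the mean of all test compounds on that plate plus 3 SD, cut at about 35% in these data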;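 further: 0% = DMSO alone and 100% = 100 µM mitoxantrone as full dye displacement; higher means more dye released from RNA so lower well fluorescence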
ADAM10 inh = ADAM10 inhibition, QFRET primary screen; 370,000 tested, 0.62% active; O14672; recombinant ADAM10, EDANS/DABCYL FRET peptide cleavage, 3 h; inhibition, % at 7 µM;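 active means inhibition above a per-campaign cutoff equal to the mean of compounds falling between control-based bounds plus 3 SD, cut at about 20% in these data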;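 further: 0% = DMSO wells while the 100% control is not disclosed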
proKLK7 act = proKLK7 (human) activation, primary screen; purified proKLK7, EDANS-DABCYL substrate fluorescence; 100% is mature enzyme control, 0% vehicle; P49862; AID 652039; 370,000 tested, 0.9% active; activation, % at 7 µM;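 active means activation above the mean of all tested compounds plus 3 SD, computed per campaign excluding outliers beyond control limits, cut at about 13% in these data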
NPR2 activator = GC-B (human) receptor activation; HEK293-GC-B cells, CNP EC30, cGMP TR-FRET; 0% at EC30 CNP, 100% saturating CNP; activation, % at 10 µM; 370,000 tested, 0.11% active;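 active means activation at 10 µM reaching about 35% in either raw or pattern-adjusted values, limit read from the data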
FXN GAA850 act = activators of GAA850 frataxin (FXN) promoter; 360,000 tested, 0.56% active; activation, % at 6 µM; HEK293 lucGAA850 FXN promoter luciferase reporter, 24 h; percent of 10 µM SAHA response;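 active means activation above the average of all compounds screened plus 3 SD, cutoff fixed separately per campaign, cut at about 7.5% in these data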;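 further: 0% = DMSO wells and 100% = 10 µM SAHA wells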
* = called active by the depositor; . = no result given.

Second line of a record – Tn6 DDE FP, HGIII-sPLA2 inh, ARFGAP1 inhibitor, ASAP1 GAP inh, NPR1 activator, rCAG binder, ADAM10 inh, proKLK7 act, NPR2 activator, FXN GAA850 act
O=C(Nc1ccc2oc(-c3cccnc3)nc2c1)c1ccc2c(c1)OCCO2
→ -7, -8, 42*, 27*, -1, 4, -34, -0.3, 3, 2.1
CCN(Cc1ccccc1)S(=O)(=O)c1c(C)[nH]c(C)c1C(=O)N1CCCCC1
→ -6, 1, -4, -14, -1, -4, -2, -0.5, 2, 1.1
O=C(c1ccc(COc2ccc(F)cc2)o1)n1cc(Br)cn1
→ 10, -5, -13, -13, 31, 4, -5, -0.5, -2, 1.0
Cc1cccc(C(=O)N/C(=C\c2ccc(C)o2)C(=O)O)c1
→ 1, -11, -4, 6, -1, 2, -9, 1.1, 3, 1.5
Cc1ccc2ccc(C3C(=O)c4ccccc4C3=O)nc2c1
→ 3, 6, -9, -9, 1, 4, -8, -0.5, -7, 6.6
CCCS(=O)(=O)c1nc(S(=O)(=O)c2ccc(C)cc2)c(NCCCN(C)C)s1
→ 1, -7, 2, -1, 1, -4, 0, 0.8, 1, -1.9
C=CCN1c2ccccc2C(=O)C(C)S1(=O)=O (stereo not drawn)
→ 6, 13, 11, -10, 1, 1, -27, 2.4, 4, -0.5
CCN(C(=O)Cn1nc(C(=O)O)c2ccccc2c1=O)C1CCCCC1
→ 5, 3, 2, -4, 0, -1, 11, -0.7, -3, 1.1
O=C(NCc1ccco1)c1ccc(Cl)c(S(=O)(=O)N2CCc3ccccc32)c1
→ 2, -16, 8, -13, 6, 7, 7, 0.0, 9, 0.4
CCc1nc(Nc2ccc3c(c2)OCO3)c2oc3ccccc3c2n1
→ -1, 3, 9, -2, 20, 5, -85, 0.0, 19, 0.7
COc1ccc(-c2n[nH]c(=S)n2/N=C/C=C\c2ccccc2OC)cc1
→ 12, 7, 0, -4, 7, 14, -6, -0.2, -6, 1.2
O=S(=O)(Nc1ccc(N=Nc2ccc(O)c3ccccc23)cc1)c1ccccc1
→ -11, 8, 15, 11, -12, 67*, 16, -0.7, -10, 3.4
CC(C)Cc1nc(N2CCN(C(=O)c3ccco3)CC2)c(C#N)c2c1CCC2
→ 1, -5, 6, 8, 2, -3, -169, -2.5, -1, 3.0
O=C(Nc1nccc(-c2cccs2)n1)c1ccccc1Cl
→ -2, 6, 0, -2, 0, -2, -24, 0.6, 0, 0.5
CCOC(=O)CSc1n[nH]c(NC(=O)NC(C)C)n1
→ 2, 2, 8, -16, 1, -3, -5, -0.2, -2, 2.4
CC(=O)N1CCN(c2ccc(NC(=S)NC(=O)c3ccc(C)c([N+](=O)[O-])c3)cc2)CC1
→ 6, 8, 8, -10, -2, -2, 15, 0.2, -2, -1.3
CC1(C(=O)Nc2cccc(-n3cnnn3)c2)Cc2ccccc2C(=O)O1 (stereo not drawn)
→ 0, -2, 1, -4, -3, 2, -3, -0.1, -4, 1.0
Cc1ccc(NC(=O)CCS(=O)(=O)c2ccc(Br)s2)cc1
→ -3, 1, -6, -10, 1, -2, -12, 0.2, 0, -2.2
O=C(O)C1=C(OCc2ccc(F)c(F)c2)C(=O)NCC1
→ -3, 0, 8, -1, -2, -3, -3, 0.8, -1, 0.1
O=C(Nc1ccc(F)cc1)c1ccc2snnc2c1
→ -3, 4, 0, 6, 1, -2, -2, -0.4, 0, 1.0
CCOC(=O)c1c(NC(=O)c2c(C(=O)O)cccc2[N+](=O)[O-])sc(C)c1C
→ -6, -3, 6, -5, -5, 9, -2, -0.4, 2, 0.6
CN(CC(=O)NCC(=O)Nc1ccc(F)cc1)CC(=O)Nc1ccc(Cl)c(C(F)(F)F)c1
→ 6, -10, -4, 7, -4, 8, -17, 0.0, -1, -0.7
CN1C=CC(=O)[C@@H](O)[C@H]1c1ccccc1Br
→ -7, -2, -1, -6, 3, 3, -9, 0.3, 2, 0.3
COc1cc(C2C(C#N)=C(SC)NC3=C2C(=O)CCC3)ccc1O (stereo not drawn)
→ 0, -4, 5, -16, -3, 0, -2, -0.7, 0, -2.1
O=C(/C=C/c1c(Cl)cccc1Cl)Nc1ccncc1
→ -7, -8, 10, 11, -6, 9, 5, 0.5, -6, 2.4
CC(=O)Oc1ccc(C2=NN(c3ccccc3)C(c3ccccc3)C2)cc1 (stereo not drawn)
→ -1, 4, -1, 12, -2, -3, -248, -28, -1, -0.1
Cc1cccn2c(=O)c(C=O)c(N3CCC4(CC3)OCCO4)nc12
→ 4, -4, 8, -2, 2, -5, -6, 2.0, 1, 2.0
COc1ccccc1C(=O)Nc1ccnn1C1CCN(Cc2cnn(C)c2C)CC1
→ -2, 3, -4, -10, -2, -5, -5, 0.2, 4, 0.9
N/C(CC(=O)Nc1cccc(C(F)(F)F)c1)=N/O
→ -1, -24, 3, -14, 3, -2, -11, 0.1, 1, -1.2
CCc1nc(SCC(=O)c2cccs2)c2oc3ccccc3c2n1
→ 7, -25, 4, -4, 3, 1, 5, 0.0, 1, 3.3
Cc1cc(NC(=O)CSc2nnc(C)o2)no1
→ 3, 3, 10, 4, 2, 0, -2, -0.5, 3, 1.3
O=C(Nc1cccc(Cl)c1)NC1CC2CCC(C1)N2Cc1cccs1 (stereo not drawn)
→ -1, -9, 0, -8, -9, 0, 4, 0.1, 0, -0.9
O=C(Nc1ccccc1OC(F)F)C1CCCN1C(=O)c1cccs1 (stereo not drawn)
→ 3, -2, 7, -17, -1, -1, 1, -0.7, 8, -0.2
CCn1c(C)c(C2=CCN(S(=O)(=O)c3ccccc3)CC2)c2ccccc21
→ 6, -1, 2, -2, 1, 6, -3, -3.2, -4, 1.1
COc1ccccc1C(=O)NCCC(=O)NC1CCC(C)CC1 (stereo not drawn)
→ 6, -9, 2, 0, 1, -1, 2, 0.4, 1, 2.7
O=C(CNC(=O)c1cccc(F)c1)N/N=C/c1cc(Br)ccc1OCc1ccccc1
→ -2, -3, -14, -13, -8, 13, 8, 0.3, 0, -0.3
COc1cc(CN2C[C@@H](CO)O[C@@H](n3cnc4c(NCc5ccco5)ncnc43)C2)cc(OC)c1OC
→ 2, -1, -8, 7, 0, 2, -12, 0.8, 1, -0.5
O=C(CSc1nnc(-c2ccc(O)cc2)n1Cc1ccccc1)NNC(=O)c1ccc(Br)cc1
→ 10, -44, 14, -1, -1, 2, 4, -0.3, -2, 0.6
CC(C)CC(NC(=O)c1ccccc1)C(=O)OCC(=O)Nc1ccc(Br)cn1 (stereo not drawn)
→ 3, 0, -7, -13, 2, 3, 5, -0.5, 0, -1.3
C=CCNC(=O)c1ccc(Cl)cc1Cl
→ 14, 1, 8, -3, 2, -2, -1, 0.7, -3, -0.5
CC(Sc1cccc[n+]1[O-])C(=O)Nc1cccc([N+](=O)[O-])c1 (stereo not drawn)
→ -5, 4, 8, 14, 4, -1, -8, -0.2, -2, 0.9
Cc1nc(C(=O)NC(C)C)nn1-c1cc(Cl)cc(Cl)c1
→ 3, 3, 4, 5, -28, -4, 3, 0.1, -10, -0.2
O=C(c1cccc([N+](=O)[O-])c1)n1nc(-c2ccccc2)nc1NCc1ccccc1
→ -2, 1, 8, 1, 1, -2, -9, 0.2, -2, 0.5
Cn1c(SCC(=O)N2CCCCC2)nc2cccnc21
→ -9, -1, 21, 2, -4, 1, 2, 0.0, 3, -1.0
O=C(NC1CCCc2c1cnn2-c1ccc(F)cc1F)c1ccccc1 (stereo not drawn)
→ 7, 8, ., ., -1, ., -6, ., 1, .
COc1ccc2[nH]cc(CCNC(=O)Cc3ccc(F)cc3)c2c1
→ 1, -9, 3, -13, -4, 6, -2, 0.4, 4, 1.7
CCCCCCCCNC(=O)/C(C#N)=C/c1ccccc1[N+](=O)[O-]
→ 5, -33, -4, -2, 5, 0, 1, 0.0, -3, 1.3
CCCSc1nnc(N2C(=O)C(O)=C(C(=O)c3ccco3)C2c2ccccc2F)s1 (stereo not drawn)
→ 4, -18, -5, 10, -1, 48*, -16, -0.1, 0, 0.3
CCOc1cccc(C=NNc2ccc(S(=O)(=O)Nc3ccccc3C(=O)O)cc2[N+](=O)[O-])c1O
→ -6, -45, 9, 8, 0, 76*, 7, 0.2, 2, 0.8
CS(=O)(=O)N(Cc1ccc(Cl)cc1)c1ccc(C(=O)NCCSCc2ccco2)cc1
→ -2, -50, 6, 5, -8, 0, 15, -0.2, -3, 1.8

(continued)
Second line of a record – Tn6 DDE FP, HGIII-sPLA2 inh, ARFGAP1 inhibitor, ASAP1 GAP inh, NPR1 activator, rCAG binder, ADAM10 inh, proKLK7 act, NPR2 activator, FXN GAA850 act
Cc1cc(C(=O)Nc2ccc(Cl)c(S(=O)(=O)N3CCOCC3)c2)c2ccccc2n1
→ 4, -16, -5, 0, 3, 10, 4, -0.3, -6, -1.2
C[C@H]1[C@@H](OC(=O)NCc2ccccc2)CC[C@@]23CCCN2C(=O)CCC[C@@H]13
→ 3, 4, ., ., 0, ., 7, ., -7, .
COc1cc(/C=N/NC(=O)CN2CCOCC2)ccc1OCc1ccccc1
→ 0, 4, -7, -1, -4, -6, 1, -0.1, 10, 1.9
COc1ccccc1C(=O)NNC(=O)c1ccccc1F
→ 4, 4, 8, 6, 1, 2, 2, -0.1, 1, 4.7
COc1ccc(CN(C)CC(=O)Nc2ccccc2C(F)(F)F)c(OC)c1
→ 4, 7, -3, -4, 0, 0, -3, 0.6, 3, 1.3
CCN1CCN(c2nc(Nc3cc(OC)ccc3OC)nc(Nc3cc(OC)ccc3OC)n2)CC1
→ 2, -7, 0, 5, -8, -4, 5, 0.2, -11, -0.1
CC(=O)NCCNC(=O)c1cccc(NS(=O)(=O)c2ccc3c(c2)OCCO3)c1
→ 7, 2, -1, -14, 2, 0, 1, 0.2, 2, -1.1
COCCN(Cc1cc2cc(C)ccc2nc1Cl)C(=O)Nc1ccccc1C
→ 4, -4, -2, -4, -10, 1, 14, -0.2, -4, -2.5
CCc1nc2nc(C)c(NS(=O)(=O)c3ccc(Br)s3)c(=O)n2[nH]1
→ -2, 9, 7, -3, -2, 4, -1, -0.2, 4, -0.1
COc1ccccc1C(=O)Nc1nc(N)n(-c2ccccc2)n1
→ -3, 1, -6, 8, 2, -4, 3, 0.2, -3, 0.5
CCC(C)(C)c1ccc(OCCCC[n+]2ccccc2)c(C(C)(C)CC)c1
→ -2, 7, -13, 7, 3, -1, -6, 0.2, 2, -2.1
COc1ccc(NC(=O)c2cccnc2Sc2ccccc2)c(OC)c1
→ -1, 1, -3, 10, -2, -4, 0, -0.7, -2, 1.3
Cc1cccc(C(=O)NCC(=O)NC2CCN(Cc3ccccc3)CC2)c1
→ 3, 1, -14, 4, 1, 0, -3, 0.1, 3, -0.7
CCOC(=O)CSc1nnc2c(n1)C1(C)CCC2C1(C)C (stereo not drawn)
→ 4, -2, -15, -6, -3, -6, 0, 0.5, -2, 1.1
Cn1cccc1C(=O)OCC(=O)Nc1cc(C(C)(C)C)nn1-c1ccccc1
→ -3, 3, 8, -2, -2, -8, 3, 0.4, -2, -1.8
Cc1ccnc(NCc2cc(Cl)cc(Cl)c2O)c1
→ -2, 1, 8, 8, 2, 1, 5, -0.5, -1, -0.4
CCCNC(=O)c1cc(S(=O)(=O)N2CCC3(CC2)OCCO3)ccc1F
→ 0, 9, 0, 0, 2, -1, -2, 0.9, -1, -1.1
Cc1ccc(CC2S/C(=N/N=C/c3ccco3)NC2=O)cc1 (stereo not drawn)
→ -2, -1, -4, 9, -1, 4, -1, -0.9, 4, 2.2

Source: PubChem (several laboratories)
